Bioassay records as filed in PubChem.
Bim-Bcl-XL: inhibitors of Bim-Bcl-XL binding, primary screen, biochemical, multiplexed, bead flow cytometry, human Bcl-XL. inhibition, % at 10 µM. AID 1007, 2008. Bim peptide-Bcl-XL binding, fluorescence. 190,000 tested, 0.04% active. Bcl-2-like protein 1 (Homo sapiens), Q07817
Target sequence (Q07817 whole entry, looked up): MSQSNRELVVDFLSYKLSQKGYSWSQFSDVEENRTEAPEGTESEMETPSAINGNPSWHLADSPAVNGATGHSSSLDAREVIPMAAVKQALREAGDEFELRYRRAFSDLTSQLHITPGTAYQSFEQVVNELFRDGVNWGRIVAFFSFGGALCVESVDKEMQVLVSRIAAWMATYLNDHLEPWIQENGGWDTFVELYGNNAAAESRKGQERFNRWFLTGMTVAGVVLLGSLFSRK
Bim-Mcl-1: inhibitors of Bim peptide binding to Mcl-1, primary screen, biochemical, bead-based flow cytometry, multiplex | inhibition, % at 10 µM | Bim peptide-Mcl-1 binding | 190,000 tested, 0.1% active | AID 1009, 2008 | Induced myeloid leukemia cell differentiation protein Mcl-1 (Homo sapiens), Q07820;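 note: 0% = no compound tracer wells and 100% = peptide blocker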
Target sequence (Q07820 whole entry, looked up): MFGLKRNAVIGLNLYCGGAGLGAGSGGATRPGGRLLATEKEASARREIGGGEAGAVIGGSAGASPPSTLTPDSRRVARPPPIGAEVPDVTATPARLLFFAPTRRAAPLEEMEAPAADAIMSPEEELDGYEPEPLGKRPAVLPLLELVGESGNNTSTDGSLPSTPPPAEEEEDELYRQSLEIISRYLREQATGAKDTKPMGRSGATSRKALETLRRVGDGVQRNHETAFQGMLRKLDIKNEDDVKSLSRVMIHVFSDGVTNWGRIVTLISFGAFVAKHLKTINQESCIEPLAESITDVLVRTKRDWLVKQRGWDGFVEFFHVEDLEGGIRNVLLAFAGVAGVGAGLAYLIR
Bim-Bcl-W: inhibitors of Bim binding to Bcl-W, primary screen, biochemical, multiplexed, bead-based flow cytometry; Bcl-2-like protein 2 (Homo sapiens), Q92843; Bim peptide-Bcl-W binding; inhibition, % at 10 µM; 190,000 tested, 0.02% active; AID 952, 2007;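 note: 0% = bound tracer without compound and 100% = peptide blocker; higher means less fluorescent Bim peptide bound to Bcl-W beads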
Target sequence (Q92843 whole entry, looked up): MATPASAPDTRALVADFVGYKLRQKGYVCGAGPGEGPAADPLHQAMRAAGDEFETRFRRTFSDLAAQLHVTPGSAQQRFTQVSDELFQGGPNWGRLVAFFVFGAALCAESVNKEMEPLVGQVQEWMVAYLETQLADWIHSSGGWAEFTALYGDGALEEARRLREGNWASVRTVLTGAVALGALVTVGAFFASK
RGS7-Gao reg: RGS7-Galphao binding modulators, primary screen, biochemical, multiplexed bead flow cytometry; 220,000 tested, 0.35% active; binding response (% of control), % at 10 µM; Guanine nucleotide-binding protein G(o) subunit alpha (Homo sapiens), P09471; actives lie on both sides; in the data active = binding response below about 49% or above about 150%; inconclusive = no clear call, values can overlap the other calls; inactive = in between;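 note: fluorescent Galphao held in activated GDP-AlF4 state binding bead-coupled RGS7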
Bim-Bfl-1: inhibitors of Bim binding to Bfl-1, primary screen, biochemical, multiplexed, bead-based flow cytometry; Bcl-2-related protein A1 (Homo sapiens), Q16548; inhibition, % at 10 µM; 190,000 tested, 0.12% active; Bim-Bfl-1 binding inhibition; AID 1008, 2008;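 note: 0% = wells without compound plus tracer and 100% = blocker peptide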
Bcl-2 Bim block: inhibitors of Bim-Bcl-2 binding, primary screen, biochemical, multiplexed, human Bcl-2 family; Bead-based flow cytometry, Bim peptide-Bcl-2 binding; 190,000 tested, 0.06% active; Apoptosis regulator Bcl-2 (Homo sapiens), P10415; inhibition, % at 10 µM; in the data active = inhibition above about 40%; inconclusive = no clear call, values can overlap the other calls;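 note: 0% = no compound wells with probe peptide and 100% = reference peptide inhibitor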
Bim-Bcl-B: inhibitors of Bim-Bcl-B binding, primary screen, biochemical, multiplexed, human Bcl-2 family; Bcl-2-like protein 10 (Homo sapiens), Q9HD36; bead-based flow cytometry, Bim peptide-Bcl-B binding; inhibition, % at 10 µM; 190,000 tested, 0.073% active; AID 951, 2007;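 note: 0% = tracer peptide without compound and 100% = reference inhibitor peptide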
Target sequence (Q9HD36 whole entry, looked up): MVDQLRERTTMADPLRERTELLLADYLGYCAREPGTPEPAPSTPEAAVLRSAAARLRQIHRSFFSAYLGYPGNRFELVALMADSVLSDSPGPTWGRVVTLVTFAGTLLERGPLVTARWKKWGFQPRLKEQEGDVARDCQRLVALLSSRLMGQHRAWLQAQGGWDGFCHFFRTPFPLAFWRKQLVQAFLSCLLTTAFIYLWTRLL
ABCG2 inh: ABCG2 efflux pump inhibitors, primary screen, multiplex with ABCB1, IgMXP3 cells, flow cytometry; Broad substrate specificity ATP-binding cassette transporter ABCG2 (Homo sapiens), Q9UNQ0; JC-1 efflux; inhibition, % at 6.6 µM; 190,000 tested, 0.1% active; AID 1325, 2008;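 active = inhibition above 80%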;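 note: 0% = DMSO and 100% = nicardipine control wells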
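material = IgMXP3 (ABCG2) plus far-red-tagged CCRF-Adr (ABCB1) cells | amount = 3 million cells/mL, equal mix of both lines | also added = JC-1 transporter substrate | dosing = one concentration, 6.6 µM final | schedule = 10 min at 25 °C | measured by = flow cytometric JC-1 green MFI at 530 nm | read-out basis = percent efflux inhibition, scaled nicardipine 100% to DMSO 0%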
RGS8-Gao reg: RGS8-Galphao binding modulators, primary screen, biochemical, multiplexed bead flow cytometry. Guanine nucleotide-binding protein G(o) subunit alpha (Homo sapiens), P09471. actives lie on both sides. response (percent of control binding), % at 10 µM. 220,000 tested, 0.34% active. AID 1423, 2008; in the data active = response below about 60% or above about 140%; inactive = in between;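 note: Galphao activated as the GDP aluminium fluoride complex binding bead-coupled RGS8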
ABCB1 block: ABCB1 efflux pump inhibitors, primary screen, cell-based, multiplex, flow cytometry, ABCG2 counter-screen; AID 1326, 2008; ATP-dependent translocase ABCB1 (Homo sapiens), P08183; 190,000 tested, 0.067% active; inhibition, % at 6.6 µM; CCRF-Adr cells, JC-1 efflux; in the data active = inhibition above about 40%;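 note: 0% = vehicle and 100% = reference inhibitor; higher value means more JC-1 retained so stronger ABCB1 efflux block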
RGS4-Gao reg: modulators of RGS4 binding to Galphao, primary screen, biochemical, multiplexed bead flow cytometry; actives lie on both sides; binding response (% of control), % at 10 µM; 220,000 tested, 0.33% active; in the data active = binding response below about 49% or above about 150%; inactive = in between;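 note: fluorescent Galphao activated with aluminum fluoride binding bead-coupled RGS4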
Starred values were filed as active, the others as inactive; ? = inconclusive. Cut-off read from the data, not from the text of the source, unless noted: active = inhibition above about 40%.

SMILES	Bim-Bcl-XL	Bim-Mcl-1	Bim-Bcl-W	RGS7-Gao reg	Bim-Bfl-1	Bcl-2 Bim block	Bim-Bcl-B	ABCG2 inh	RGS8-Gao reg	ABCB1 block	RGS4-Gao reg
Cc1cccc(OC(=O)n2c(=S)oc3cc(Cl)ccc32)c1	-8	-7	-6	99	0	-8	-17	-2	91	-0.3	81
COc1ccc(OCC2CCCN(Cc3nc(CC4CC4)no3)C2)cc1 (stereo not drawn)	-2	-4	-3	96	-8	-5	-3	2	98	0.9	97
O=C(Cc1c(F)cccc1Cl)Nc1ncc([N+](=O)[O-])s1	-4	-7	-4	?	3	-3	-3	14	96	0.4	100
Cc1ccc(Cn2c(=O)cc(C(=O)O)c3ccccc32)cc1	-6	-2	-2	101	-19	-10	-8	7	100	1.2	101
CC1CC(C)CN(CCCNC(=O)c2cc3c(=O)[nH]c4ccccc4c3n2C)C1 (stereo not drawn)	0	32	-2	95	-1	2	8	3	99	0.6	102
COc1cccc(C2CC(c3cccc(Br)c3)n3nc(N)nc3N2)c1 (stereo not drawn)	0	5	2	98	-6	-5	-2	2	102	0.3	103
CC(=O)c1ccc(N2CCN(C(=O)c3cc(C)on3)CC2)cc1	-9	-5	0	109	-18	-11	-10	26	109	0.6	109
COCCn1cc(C(=O)N2CCC(C)CC2)c2c3ccccc3n(C)c2c1=O	0	2	0	104	0	0	0	0	104	0.4	106
O=C(Nc1nc(-c2ccccn2)cs1)C1COc2ccccc2O1 (stereo not drawn)	-9	-4	-10	103	-4	-6	-9	6	101	-0.1	103
CCC(=O)NC(Nc1nc(C)cs1)(C(=O)OC)C(F)(F)F (stereo not drawn)	-2	0	-3	93	0	2	-5	6	100	0.5	97
CN1C(=O)/C(=C/C=C2\SCCN2C)OC1=S	-4	-2	-2	103	-5	-3	-2	-1	101	-0.2	100
CCN(CC)c1nc(OCCNC(=O)Nc2ccccc2)nc(N(CC)CC)n1	-7	0	-3	101	0	-1	-5	8	103	1.1	103
O=C(CSc1nnc(COc2ccc(F)cc2)o1)N1c2ccccc2CCc2ccccc21	-8	-3	2	101	-10	-9	-10	4	99	1.3	104
CCOC(=O)/C=C1\SCC(=O)N1CC(=O)NCc1cccc(Cl)c1	-10	-9	-6	103	-5	-7	-14	0	104	0.1	104
CCN(CC)S(=O)(=O)c1cc(NC(=O)COc2ccc(C#N)cc2OC)ccc1C	0	-1	-2	100	0	-2	-2	5	103	1.1	102
COc1ccc(S(=O)(=O)N(C)CC(=O)Nc2ccc(C(N)=O)cc2)cc1OC	0	-1	1	104	0	0	3	1	102	0.3	100
COc1ccc(CCNS(=O)(=O)c2ccc(N3CCCC3=O)cc2)cc1	-5	-2	0	98	-6	9	-1	2	100	1.0	102
N#Cc1ccsc1NC(=O)CN1CCN(c2ccccc2O)CC1	-3	-1	-2	99	-9	-13	-10	2	99	1.1	98
O=C(CCc1nnc(CCCCc2ccccc2)o1)NC1CCCC1	-4	-1	-1	105	-5	0	-4	1	103	0.4	104
CCC(=O)N1N=C2CC(C)(C)OCC2C1c1ccccc1 (stereo not drawn)	33	25	25	99	28	17	21	1	98	-0.1	95
O=C(/C=C/c1cn(-c2ccccc2)nc1-c1ccc2c(c1)OCCO2)NCCO	-1	1	0	?	-5	-2	-4	4	101	0.2	101
COC(=O)COc1ccc(S(=O)(=O)N2CCOCC2)cc1C	-7	-1	0	119	-8	-8	-8	3	114	1.1	111
CCOC(=O)c1cnn(-c2nc(SC)nc3sc4c(c23)CCC4)c1N	-3	-4	-2	94	-2	-3	-1	1	99	-0.2	92
COc1cc(NC(=O)CCNS(=O)(=O)c2ccc3c(c2)CCC(=O)N3)cc(OC)c1	-3	-1	0	99	0	1	-8	-3	101	-1.9	98
O=C(CNc1ccc2ccccc2c1)N/N=C/C=C/c1cccc([N+](=O)[O-])c1	-7	-2	-5	96	-5	-2	-9	-4	101	-0.6	98
Cc1cccc(NCc2ccccc2O)n1	-3	-3	-4	93	-4	-1	-2	2	96	0.6	95
Clc1ccccc1Cn1nnc(-c2ccccc2)n1	0	0	0	104	-3	-1	-1	12	100	0.2	102
Cc1ccc(C)c(NC(=S)N/N=C/C(C)c2ccccc2)c1 (stereo not drawn)	-5	0	-1	97	0	-1	-13	2	99	-0.3	100
O=C(Nc1nccs1)c1cccc(N2C(=O)C3C4C=CC(C4)C3C2=O)c1 (stereo not drawn)	-6	-3	-2	98	0	0	-8	16	98	0.9	99
Cc1ccc(-n2c(N)c(C#N)c(-c3ccccc3)c(C#N)c2=O)cc1	-2	0	0	102	2	-2	-1	1	102	0.4	101

Of the compounds above, these contain fluorine:
SMILES	Bim-Bcl-XL	Bim-Mcl-1	Bim-Bcl-W	RGS7-Gao reg	Bim-Bfl-1	Bcl-2 Bim block	Bim-Bcl-B	ABCG2 inh	RGS8-Gao reg	ABCB1 block	RGS4-Gao reg
O=C(Cc1c(F)cccc1Cl)Nc1ncc([N+](=O)[O-])s1	-4	-7	-4	?	3	-3	-3	14	96	0.4	100
CCC(=O)NC(Nc1nc(C)cs1)(C(=O)OC)C(F)(F)F (stereo not drawn)	-2	0	-3	93	0	2	-5	6	100	0.5	97
O=C(CSc1nnc(COc2ccc(F)cc2)o1)N1c2ccccc2CCc2ccccc21	-8	-3	2	101	-10	-9	-10	4	99	1.3	104

(more compounds)
SMILES	Bim-Bcl-XL	Bim-Mcl-1	Bim-Bcl-W	RGS7-Gao reg	Bim-Bfl-1	Bcl-2 Bim block	Bim-Bcl-B	ABCG2 inh	RGS8-Gao reg	ABCB1 block	RGS4-Gao reg
CCn1c(COc2ccccc2)nnc1SCC(=O)CC(=O)Nc1ccccc1OC	-2	-3	0	104	-2	-3	-1	-1	101	0.0	101
CCOc1ccc(-c2nc(N)ncc2-c2ccccc2)c(O)c1	-2	-2	1	97	-10	-12	-9	9	98	0.8	97
Cc1occc1-c1nnc(SCCNCCO)o1	-3	-1	-3	99	-9	-8	-5	0	104	-0.4	103
O=C(CC1OC(=O)c2ccccc21)c1ccco1 (stereo not drawn)	-4	-3	-2	96	-10	-9	-10	2	102	0.6	98
Cc1ccc(-c2[nH]c(=S)[nH]c(=O)c2C#N)cc1	-1	0	0	102	-7	-5	-2	-3	103	-0.8	101
CSc1cccc(NC(=O)C2CCN(S(=O)(=O)c3ccc(F)cc3)CC2)c1	-23	-6	-3	91	-17	-12	-13	0	97	0.0	92
O=C(NCc1nc2ccccc2[nH]1)C1=C[C@H](c2ccc3c(c2)OCO3)C[C@H](OCc2ccc(CO)cc2)O1	1	4	-2	91	5	2	5	2	103	1.0	85
Cc1ccc(OCC(=O)Nc2ccccc2Sc2ccccc2)c([N+](=O)[O-])n1	-3	-3	0	100	-2	-1	-3	20	101	1.9	101
O=C(NC(NC(=S)Nc1c(Cl)cccc1Cl)C(Cl)(Cl)Cl)c1cccc([N+](=O)[O-])c1 (stereo not drawn)	-6	-2	-1	101	-5	-1	0	-2	102	-0.5	99
C=CCNC(=O)/C(=C/c1ccco1)NC(=O)c1ccc(Br)o1	-1	-2	-1	102	0	-4	-2	2	102	0.8	101
COc1ccc(NC(C)C(=O)Nc2ccc(C(C)(C)C)cc2)cc1Cl (stereo not drawn)	-5	0	4	103	-1	-1	-3	3	100	0.5	101
Cc1ccccc1SC1CCN(Cc2nc(C3CC3)no2)CC1	-2	-2	-3	99	3	0	0	0	101	0.1	101
N#C/C(=C(/O)COC(=O)CSc1ccc(Cl)cc1)c1nc2ccccc2[nH]1	-6	-6	-4	107	-15	-4	-9	0	102	0.1	102
Clc1cccc(-c2nc(-c3ccccn3)no2)c1	-2	-1	1	88	1	-2	-1	5	96	0.6	92
Cn1c(SCCN2CCCCC2)nnc1-c1ccccc1Br	0	1	-1	101	-9	-3	-5	-1	104	0.0	104
COc1ccc(NC(=O)COC(=O)c2cc(OC)c(OC)cc2NC(=O)c2ccco2)cc1OC	0	3	3	99	-7	-6	-4	0	99	0.1	94
Cc1noc(C)c1S(=O)(=O)N1CCCC(C(=O)c2cccc(OC(C)C)c2)C1 (stereo not drawn)	0	1	0	97	-7	-1	-2	8	102	1.3	101
C/C(=N\NC(=S)NCc1ccccc1)c1cccc(Br)c1	0	0	0	100	-4	-6	-3	14	99	0.0	97
Cc1c(C(=O)N2CCCCC2)sc(NC(=O)c2ccco2)c1C#N	-3	2	2	102	0	1	0	0	106	-0.4	101
CCOC(=O)C1CCCN(C(=O)c2ccc3c(c2)NC(=O)C(N2CCOCC2)S3)C1 (stereo not drawn)	-8	0	-1	91	-16	-5	-9	5	94	-0.1	93
CNc1oc(-c2ccc(OCc3ccccc3)cc2)nc1C#N	-1	-4	0	104	-2	-5	-3	0	102	0.0	102
O=C(COC(=O)C1CC1)Nc1ccc2[nH]c(=O)[nH]c2c1	0	0	0	101	-3	0	-2	5	100	0.9	101
C#CCn1cnc2c(cnn2-c2ccc(C)c(C)c2)c1=O	0	0	-3	106	-8	-3	-9	2	103	0.1	105
O=C(O)C(Cc1cc2ccccc2[nH]1)N1C(=O)C2CC=C(Cl)CC2C1=O (stereo not drawn)	-9	3	-8	97	-5	-12	-16	2	97	0.6	99
Cc1ccc([N+](=O)[O-])cc1NC(=O)Cc1cccs1	-4	0	0	90	0	-3	-1	5	101	-0.3	93
C/C(=N\NC(=O)c1ccc(CSc2nc(C)cc(C)n2)cc1)C1CCCCC1	-7	-6	-3	96	0	-4	-3	-2	89	-0.2	85
CCOc1cc(-c2cc(-c3ccc(C)cc3)nc(N)c2C#N)ccc1O	0	2	0	98	1	-2	-1	4	100	1.0	99
C1CCN(c2nc(N3CCCC3)nc(N3CCNCC3)n2)C1	-6	-4	-1	102	-17	-9	-10	7	102	2.2	101
O=C1Nc2cc(S(=O)(=O)N3CCCC3)ccc2N2CCCC12 (stereo not drawn)	-3	-1	0	100	1	-1	0	0	98	0.4	95
Cc1cccc2cc(C#N)c(SCC(=O)NNC(=O)Cc3ccccc3)nc12	0	-1	0	96	-1	-1	-1	0	100	-0.2	98
CCN(CC)NC(=O)Nc1ccccc1	-1	-2	0	101	-5	-2	-4	1	101	0.4	102
O=C(O)c1cccc(NS(=O)(=O)c2ccc(C3CCCCC3)cc2)c1	-1	1	-2	106	-2	-4	-3	-2	102	0.0	104
CCCN(CCC)CCNc1c(N2CCN(C(=O)OCC)CC2)c(=O)c1=O	-1	0	2	99	-11	-6	-6	0	102	0.1	98
